M1 PAM parental – M1 PAM counterscreen hit in parental CHO-K1 cells; ATP EC20, Fluo-8 calcium fluorescence; 0% at ATP EC20, 100% at ATP max; activation, % at 3 µM; hit rate 0.02% among 360,000; AID 602247;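 active means activation above the run cutoff, the mean activation of all test compounds plus 3 SD, cut at about 40% in these data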;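 further: peak over basal fluorescence ratio in a 140 s read after ATP addition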
CHO parental Ca – signal in parental CHO cells, OX1R antagonist counter-screen; hit rate 0.63% among 330,000; inhibition, % at 5.6 µM; parental CHO-K1, ATP-induced calcium, Fluo-8 fluorescence;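 active means inhibition above that plate's mean sample inhibition plus 3 SD, cut at about 26% in these data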;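 further: 0% = ATP-challenged DMSO wells and 100% = DMSO wells without ATP; some compounds past the cut are filed as inactive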
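Test system: parental CHO cells; detection: calcium-sensitive Fluo-8 fluorescence; evaluation: percent inhibition of calcium signal; also added: ATP as calcium-mobilizing challenge; repeats: one well per compound; control set: ATP-challenged DMSO wells low, unchallenged DMSO wells high; compound: single nominal dose of 5.6 µM per compound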
CHRM1 antagonist – human CHRM1 antagonism; P11229; hit rate 1.3% among 360,000; inhibition, % at 3 µM; CHO-K1 hM1, Fluo-8 calcium fluorescence, ACh EC80 antagonist;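 active means percent inhibition above its own plate's cutoff, namely the mean of that plate's compound wells plus 3 SD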;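 further: peak over basal fluorescence ratio during 140 s after agonist addition; 0% = ACh EC80 plus DMSO and 100% = DMSO alone without agonist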
Target sequence (P11229 whole entry, looked up): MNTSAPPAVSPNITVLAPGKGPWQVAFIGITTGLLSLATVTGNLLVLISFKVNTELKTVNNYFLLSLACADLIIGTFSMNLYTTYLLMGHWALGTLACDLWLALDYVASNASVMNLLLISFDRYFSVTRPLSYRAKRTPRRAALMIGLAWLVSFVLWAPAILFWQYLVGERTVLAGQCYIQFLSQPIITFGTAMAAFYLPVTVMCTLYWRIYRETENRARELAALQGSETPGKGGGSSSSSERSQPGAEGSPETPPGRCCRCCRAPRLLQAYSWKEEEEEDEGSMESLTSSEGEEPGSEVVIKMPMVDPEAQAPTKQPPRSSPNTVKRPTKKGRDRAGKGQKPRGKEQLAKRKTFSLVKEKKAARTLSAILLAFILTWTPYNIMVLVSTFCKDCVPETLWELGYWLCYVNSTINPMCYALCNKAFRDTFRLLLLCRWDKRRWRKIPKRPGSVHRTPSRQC
M1 ag parental – M1 agonist counterscreen hit in parental CHO-K1 cells. Fluo-8 calcium fluorescence; scaled to maximal ATP response, vehicle zero. activation, % at 3 µM. hit rate 0.48% among 360,000. AID 602248; in the data active means activation above about 15%;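 further: untransfected CHO-K1 host cells lacking M1 receptor as counterscreen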
TAAR1 ag – agonists of human TAAR1; hit rate 0.99% among 360,000; CHO RD-HGA16 TAAR1, Fluo-8 calcium fluorescence; vehicle wells 0%, saturating PEA agonist 100%; activation, % at 3 µM; Q96RJ0;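 active means activation above the mean activation of all test compounds in the run plus 3 SD, cut at about 38% in these data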
Target sequence (Q96RJ0 whole entry, looked up): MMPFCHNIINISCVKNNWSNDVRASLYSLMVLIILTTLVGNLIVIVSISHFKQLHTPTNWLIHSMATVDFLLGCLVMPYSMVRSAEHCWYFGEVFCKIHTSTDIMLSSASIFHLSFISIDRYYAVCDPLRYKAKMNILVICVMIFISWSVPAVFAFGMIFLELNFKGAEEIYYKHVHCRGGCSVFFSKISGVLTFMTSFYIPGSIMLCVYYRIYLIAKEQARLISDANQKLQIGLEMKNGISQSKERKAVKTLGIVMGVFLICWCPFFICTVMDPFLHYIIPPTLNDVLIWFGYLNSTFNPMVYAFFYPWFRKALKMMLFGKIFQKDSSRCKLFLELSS
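Repeats: no replicates (n 1) | Material: CHO-derived RD-HGA16 cells with stable Gα16 and human TAAR1 | Technique: Kinetic Fluo-8 calcium fluorescence | Schedule: 17-24 h seeding, 75 min 37 °C dye, 30 min RT | Evaluation: % activation from peak over basal fluorescence ratio, DMSO-to-PEA scaled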
CHO-K1 Ca antag – counter-screen for M1 antagonists: effect in parental CHO-K1 cells. inhibition, % at 3 µM. ATP-induced calcium, Fluo-8 fluorescence. hit rate 0.6% among 360,000. AID 602250;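 active means inhibition above a per-plate cutoff, the plate's mean sample inhibition plus 3 SD, cut at about 24% in these data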;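 further: 0% = DMSO plus EC80 ATP and 100% = DMSO alone without ATP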
CHRM1 PAM – human CHRM1 positive allosteric modulation | P11229 | CHO-K1 hM1, Fluo-8 calcium fluorescence, ACh EC20; 0% = ACh EC20, 100% = maximal ACh | activation, % at 3 µM | hit rate 0.088% among 360,000 | AID 588819; in the data active means activation above about 19%, passing the limit was not always enough
TAAR1 antagonist – human TAAR1 antagonism; CHO RD-HGA16 TAAR1, Fluo-8 calcium fluorescence, antagonist; inhibition, % at 3 µM; hit rate 1.5% among 360,000; AID 624466;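 active means inhibition above a per-plate cutoff, the mean inhibition of test compounds on that plate plus 3 SD, cut at about 49% in these data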;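 further: 0% = DMSO plus EC80 beta-PEA response and 100% = DMSO alone without agonist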
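Test system: CHO RD-HGA16 cells bearing hTAAR1 | Reagent: β-PEA, EC80 | Compound dosing: 3 µM, single point | Schedule: Dye loading 75 min at 37 °C, then 30 min room temperature | Signal: Calcium fluorescence with Fluo-8 | Evaluation: Percent inhibition of PEA-evoked calcium signal, max/basal emission ratio | Control set: DMSO-only wells and EC80 β-PEA-stimulated wells | Repeats: Singlicate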
M1 ag – agonists of human M1 muscarinic receptor. hit rate 0.33% among 360,000. AID 588814. P11229. activation, % at 3 µM. CHO-K1 hM1, Fluo-8 calcium fluorescence, agonist mode; 0% DMSO, 100% acetylcholine EC100;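 active means activation above the run's mean compound activation plus 3 SD, cut at about 16% in these data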;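 further: peak over basal fluorescence ratio within a 140 s kinetic read after compound addition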
* marks the source's active call; other numbers are inactive results; . = no result given.

SMILES	M1 PAM parental	CHO parental Ca	CHRM1 antagonist	M1 ag parental	TAAR1 ag	CHO-K1 Ca antag	CHRM1 PAM	TAAR1 antagonist	M1 ag
CCNC(=S)NNC(=O)C(c1ccccc1)c1ccccc1	20	-6	-6	0.4	9	-1	3	8	-2
CCCCN(CC)C(=O)c1ccccc1Oc1ccccc1	24	-18	-9	0.5	0	-15	12	1	-6
O=C(NC1CCCC1)C(c1ccc(N2CCOCC2)cc1)N(C(=O)c1ccco1)c1ccccc1F (stereo not given)	4	-15	-5	1.2	5	-5	8	11	-7
COc1cc(NC(=O)c2ccc(S(=O)(=O)N(C)c3ccccc3OC)cc2)cc(OC)c1	10	1	16	1.4	2	-24	-12	43	-3
CC(=O)Oc1ccc(/C=C(\NC(=O)c2cccc(Br)c2)C(=O)Nc2ccc(C(=O)O)cc2)cc1	20	1	-6	0.6	1	-10	5	-23	-2
C=CCNC(=S)NNC(=O)COc1cccc(Cl)c1	-4	-6	18	0.3	.	9	-8	.	-1
Cc1csc2c(N3CCN(C(=O)NC(C)(C)C)CC3)ncnc12	2	-4	2	7.5	7	1	4	5	2
COC(=O)Cn1c(CCS(=O)(=O)c2ccc(C)c(C)c2)nc2ccccc21	15	-4	-16	0.8	6	-29	13	-6	1
CCOC(=O)C(C(=O)c1ccccc1)C1CC(C)NC(=S)N1 (stereo not given)	-3	-14	7	0.1	3	-1	-4	-23	-5
COc1ccc(CC(=O)Nc2c3c(nn2-c2ccccc2C)CS(=O)C3)cc1 (stereo not given)	21	-7	-3	1.2	6	-14	3	8	-4
CCCCC(=O)N(C)c1c(C)nc2ccc(C(=O)N(CC)CCN(C)C)cn12	15	.	-9	0.5	5	-10	4	-10	-9
COc1ccc(/C=C/c2nc(N)nc(-c3ccccc3O)n2)cc1	8	-16	8	1.2	6	-5	-9	1	-3
O=C(N/N=C\C1CC=CCC1)c1ccc(Br)o1 (stereo not given)	-6	-6	0	6.5	1	8	5	-8	-3
CN(Cc1nc2ccccc2c(=O)[nH]1)C(=O)c1cccc(S(=O)(=O)N2CCc3ccccc32)c1	2	-19	-1	2.0	3	4	-2	16	-4
CCS(=O)(=O)N1CCN(C(C)CCc2ccccc2)CC1 (stereo not given)	10	-8	2	0.1	1	-13	6	-6	-5
CC(Sc1ccc(Cl)cc1)C(=O)Nc1ccc2c(c1)OCO2 (stereo not given)	14	-7	-6	1.1	19	-7	5	8	-6
O=C(NCc1ccccc1F)C12CC3CC(CC(C3)C1)C2	5	-4	-25	0.2	5	2	18	-35	0
CN(C)S(=O)(=O)c1cccc(NC(=S)NC(=O)C2CCCCC2)c1	-5	-35	-4	2.8	14	-3	-1	-7	-8
COc1ccccc1NS(=O)(=O)c1cccc(C(=O)N/N=C(\C)c2ccncc2)c1	5	.	0	2.6	0	-5	0	14	-3
CCCCNC(=O)C1c2ccccc2OCC(=O)N1CCOC (stereo not given)	-4	.	.	-0.2	0	-14	.	1	.
COc1ccc2c(c1)CSC(c1ccccc1)C2=O (stereo not given)	25	.	-2	0.5	3	-8	8	-31	1
COc1ccc(S(=O)(=O)Nc2ccc(F)cc2)cc1N(C)S(=O)(=O)c1ccc(Cl)cc1	2	-6	-1	3.5	10	-25	-4	16	-2
S=C(NCCc1ccccc1)N1CCC2CC1c1cc(-c3ccc4c(c3)OCO4)ccc12 (stereo not given)	16	.	1	0.2	9	8	2	-9	-1
CN(C)c1ccc(N2CN=C3SCC(=O)N3C2)cc1	5	-11	-16	-0.4	5	0	14	8	2
C=CCNC(N)=S	1	1	-4	1.0	1	-8	6	-20	-1
Cc1cc(C)c(C#N)c(N2CCCC2)n1	-5	-8	-9	-0.1	10	3	5	-4	-6
Cc1nn(-c2nnc(NCc3ccccc3)nn2)c(C)c1Br	20	-25	-5	0.4	11	-3	13	25	-6
CCOc1ccc(NC(=O)Cn2cc(C(=O)C3CC3)c3ccccc32)cc1	3	-1	3	-0.3	1	-7	0	-14	-3
O=C(Nc1ccc2oc(-c3ccc4ccccc4c3)nc2c1)c1ccc2c(c1)OCCO2	8	-11	-1	0.8	1	1	3	-3	-2
COC(=O)[C@]12CCCCC=C1N(Cc1ccco1)C(=O)[C@H](CC(=O)N1CCOCC1)C2	-2	.	.	2.3	2	-8	.	2	.
COC(=O)C(CC(=O)c1ccc(Br)cc1)n1nc(C)cc1C (stereo not given)	-3	-15	21	0.7	-1	-4	-20	-12	-8
CC(=O)c1ccccc1N(C(=O)c1ccco1)C(C(=O)NC1CCCC1)c1ccc(C)cc1 (stereo not given)	11	-16	0	0.1	1	-18	2	-18	-2
COc1ccc(NC(=O)Cn2ccc3c(OC)cccc3c2=O)cc1	15	-2	-12	-0.2	-3	-10	10	-12	-6
O=C(Nc1ccc(F)cc1F)N1CCCN(c2ccc([N+](=O)[O-])cn2)CC1	-18	-22	24	5.9	2	7	-9	0	-3
Cc1ccc(S(=O)(=O)N2CCOCC2)cc1C(=O)N1CCN(S(=O)(=O)c2cccc(F)c2)CC1	2	-16	-1	0.4	3	-8	3	-10	-4
CSc1ccc(CN(C)Cc2nc3cc(C(F)(F)F)ccc3c(=O)[nH]2)cc1	14	-12	1	-0.6	-3	-10	11	-24	-2
O=[N+]([O-])c1cc(C(F)(F)F)ccc1N1CCCNCC1	-7	13	10	0.7	3	-6	-6	-19	-9
CCCCOc1ccc(N(CC(=O)NC(C)C)C(=O)CCC(=O)Nc2ccccn2)cc1	-14	-10	3	-0.3	-1	23	-3	12	-5
O=C(/C=C/c1cccc(F)c1)Nc1cc(S(=O)(=O)N2CCOCC2)ccc1Cl	-1	-7	-4	0.2	2	-8	-2	43	-2
COc1ccc(S(=O)(=O)N2CCCCCC2)cc1C(=O)NCCc1ccc(F)cc1	-8	-19	3	0.2	1	-3	0	-3	-7

Two neighbouring compounds already listed:
SMILES	M1 PAM parental	CHO parental Ca	CHRM1 antagonist	M1 ag parental	TAAR1 ag	CHO-K1 Ca antag	CHRM1 PAM	TAAR1 antagonist	M1 ag
CN(C)c1ccc(N2CN=C3SCC(=O)N3C2)cc1	5	-11	-16	-0.4	5	0	14	8	2
C=CCNC(N)=S	1	1	-4	1.0	1	-8	6	-20	-1

(continued)
SMILES	M1 PAM parental	CHO parental Ca	CHRM1 antagonist	M1 ag parental	TAAR1 ag	CHO-K1 Ca antag	CHRM1 PAM	TAAR1 antagonist	M1 ag
CCCc1nc2oc3c(NCCN4CCOCC4)ncnc3c2c2c1CCCC2	12	-13	0	0.0	-1	-8	3	-6	-3
Cc1ccnc(NC(c2ccncc2)c2c(C)[nH]c3ccccc23)c1 (stereo not given)	22	-8	7	1.1	4	-3	-5	-7	-4
CC(C)c1ccc(/C=C/C(=O)Nc2nncs2)cc1	-10	-15	-2	0.3	0	1	14	5	3
COc1ccc(N(CC(=O)Nc2cccc(C(C)=O)c2)S(C)(=O)=O)cc1OC	27	-15	-11	0.8	11	-11	9	-14	-4
CC(=O)N1CCN(c2ccccc2NC(=O)c2ccc(-c3cccc([N+](=O)[O-])c3)o2)CC1	16	-12	2	3.6	10	-3	1	66*	-2
CC(=O)Oc1ccc2occ(C(=O)c3ccccc3)c2c1	12	0	1	0.6	0	-10	3	-25	-3
Cc1noc(C)c1CSCC(=O)N(C)CC(=O)Nc1ccccc1Br	-37	-8	8	-0.3	1	18	-2	-22	-3
CCN(CC)CCOc1ccc2nc(N(C)C)sc2c1	9	6	5	-0.3	1	-4	5	3	-3
O=C1c2ccccc2C(Nc2ccccc2)N1c1cccnc1 (stereo not given)	-4	-7	-1	0.1	0	2	-4	-6	-4
CC(C)Cn1c(-c2ccccc2)nc2ccccc2c1=O	2	2	-15	-0.4	10	-8	-1	-2	-4
CN1CCN(CC(O)COC(c2ccccc2)c2ccccc2)CC1 (stereo not given)	2	-18	24	0.1	1	-3	0	-21	-13
C#Cc1ccc([C@@H]2C=C(C(=O)O)O[C@H](OCC)[C@H]2CCCO)cc1	-3	2	11	-0.5	5	11	7	-7	-1
CCC1SC(=NC(=O)c2ccc(Cl)c(Cl)c2)NC1=O (stereo not given)	8	4	-7	-0.3	2	-2	5	7	-1
O=C(NC1CCCCC1)C1CCN(C(=O)c2ccc(Cl)cc2)CC1	4	-7	-5	0.1	-2	-18	6	-10	-6
CSc1oc(-c2ccco2)nc1S(=O)(=O)c1ccc(C)cc1	22	-19	1	0.5	0	-16	0	-9	-6
C[C@H]1CN([C@@H](C)CO)C(=O)Cc2cc(NS(C)(=O)=O)ccc2O[C@@H]1CN(C)Cc1ccc(Cl)c(Cl)c1	0	-24	-5	-0.5	2	2	13	-2	-6
CCN1CCN(S(=O)(=O)c2cc3c(cc2Cl)NC(=O)CO3)CC1	12	1	-5	0.2	1	-2	3	7	-2
CC1CC1C(=O)OCC(=O)NC(=O)NC12CC3CC(CC(C3)C1)C2 (stereo not given)	10	-16	0	3.0	3	-16	6	-39	-3
COc1ccccc1NC(=O)CCSCCC(=O)Nc1ccccc1OC	10	-18	-6	0.3	3	-9	4	1	-4
CCc1ccc(/C=C2/C(=O)NC(=O)N2C(C)=O)cc1	-11	-7	-5	-0.9	0	-8	17	-4	1

Reprinted from the part before: three entries, followed by the next part.
SMILES	M1 PAM parental	CHO parental Ca	CHRM1 antagonist	M1 ag parental	TAAR1 ag	CHO-K1 Ca antag	CHRM1 PAM	TAAR1 antagonist	M1 ag
CC1CC1C(=O)OCC(=O)NC(=O)NC12CC3CC(CC(C3)C1)C2 (stereo not given)	10	-16	0	3.0	3	-16	6	-39	-3
COc1ccccc1NC(=O)CCSCCC(=O)Nc1ccccc1OC	10	-18	-6	0.3	3	-9	4	1	-4
CCc1ccc(/C=C2/C(=O)NC(=O)N2C(C)=O)cc1	-11	-7	-5	-0.9	0	-8	17	-4	1
Cn1cnnc1SCc1ccccc1	27	8	-12	0.7	3	-6	11	-3	-4
Oc1ccc2ccccc2c1Br	-9	-3	1	0.5	3	24*	-10	-6	0
COc1ccc2nc(C)cc(N3CCOCC3)c2c1	13	-5	1	0.2	6	-5	1	15	-5
Cc1c(C(=O)Nc2ccc3c(c2)OCO3)sc2nc(-c3ccccc3)cn12	6	4	6	5.8	11	-1	-7	85*	-1
COc1ccc(C)cc1S(=O)(=O)NCC(c1ccc2c(c1)OCO2)N1CCOCC1 (stereo not given)	12	4	-2	0.9	1	-14	6	-11	-3
NNc1nc(-c2ccccc2)c2cc(Cl)ccc2n1	14	-28	-3	1.1	-1	-10	2	18	-6
COc1ccc(-n2c(SCC(=O)Nc3ccc4c(c3)OCO4)nc3ccccc3c2=O)cc1	7	-7	-14	-0.2	6	-14	10	11	-1
Cc1ccc(C)c(N(CC(=O)N2CCc3ccccc3C2)S(C)(=O)=O)c1	20	-21	-2	3.7	4	-14	6	3	-5
Nc1cccc(-c2cnc3ccccc3n2)c1	6	-15	-6	-0.2	0	5	0	0	-3

Screens as filed in PubChem.
